# GPR151 ag: activators of human GPR151. Q8TDV0. PathHunter beta-arrestin GPR151 cells, luminescence. activation, % at 11.2 µM. hit rate 1% among 650,000. AID 1508602; in the data active means activation above about 4.9%;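 further: 0% = median of compound wells and 100% = cells with positive control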
# Target sequence (Q8TDV0 whole entry, looked up): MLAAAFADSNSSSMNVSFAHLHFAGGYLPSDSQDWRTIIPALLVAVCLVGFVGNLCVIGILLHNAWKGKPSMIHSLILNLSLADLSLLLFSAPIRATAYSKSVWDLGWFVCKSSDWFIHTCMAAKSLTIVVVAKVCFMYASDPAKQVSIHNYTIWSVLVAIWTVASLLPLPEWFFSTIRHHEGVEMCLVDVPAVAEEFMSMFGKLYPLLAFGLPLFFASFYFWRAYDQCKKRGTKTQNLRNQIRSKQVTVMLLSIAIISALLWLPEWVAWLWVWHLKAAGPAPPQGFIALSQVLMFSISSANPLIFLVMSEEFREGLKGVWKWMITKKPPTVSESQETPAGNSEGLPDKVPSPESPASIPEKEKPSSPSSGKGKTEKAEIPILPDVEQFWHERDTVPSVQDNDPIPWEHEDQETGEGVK
# TEAD-YAP block: TEAD-YAP interaction inhibition. HEK-TIYL cells, TEAD-Gal4/YAP UAS-luciferase luminescence. inhibition, % at 9.12 µM. hit rate 1.4% among 640,000. AID 1259422; in the data active means inhibition above about 32%;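 further: 0% = median of test compound wells and 100% = reference inhibitor wells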
# FBW7 act: human FBW7 E3 ligase activation, primary screen. AlphaScreen FBW7–phospho-cyclin E peptide binding, activator screen. Q969H0. hit rate 0.13% among 650,000. normalized activity (activation), % at 26.1 µM; in the data active means normalized activity above about 1.9%;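 further: purified mutant Fbw7 with reduced substrate affinity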
# MITF primary: human MITF inhibition, primary screen; AlphaScreen MITF homodimerization, bead proximity signal; inhibition, % at 2.6 µM; hit rate 0.91% among 650,000; in the data active means inhibition above about 50%;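 further: 0% = vehicle wells with protein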
# Target sequence (O75030 whole entry, looked up): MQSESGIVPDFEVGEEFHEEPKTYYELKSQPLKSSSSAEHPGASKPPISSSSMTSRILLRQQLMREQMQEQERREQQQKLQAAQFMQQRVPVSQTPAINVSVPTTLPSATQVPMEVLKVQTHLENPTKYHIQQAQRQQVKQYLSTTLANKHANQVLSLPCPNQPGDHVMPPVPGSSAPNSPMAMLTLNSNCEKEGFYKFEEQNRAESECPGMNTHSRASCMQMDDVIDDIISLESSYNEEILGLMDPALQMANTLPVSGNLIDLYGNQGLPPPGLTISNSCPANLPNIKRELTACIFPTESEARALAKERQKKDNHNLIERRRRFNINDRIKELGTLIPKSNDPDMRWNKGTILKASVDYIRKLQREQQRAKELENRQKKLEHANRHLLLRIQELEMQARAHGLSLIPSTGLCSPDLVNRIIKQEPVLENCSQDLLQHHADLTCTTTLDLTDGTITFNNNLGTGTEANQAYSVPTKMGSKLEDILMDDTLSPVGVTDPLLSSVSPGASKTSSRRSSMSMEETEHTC
# Active calls of the source: *. Hits appear at their usual frequency; 3.4% or so of the library scored in one or more.
# Values in the order: GPR151 ag, TEAD-YAP block, FBW7 act, MITF primary
N#Cc1ccc(NC(=O)CC2CCCCC2)cc1
→ 4.6, -25.3, 0.1, 4.0
COc1ccc(NC(=O)c2cnn3c2NC(c2ccco2)CC3C(F)(F)F)c(OC)c1 (centres undefined)
→ -0.1, -7.4, 0.0, 8.5
CCc1nn(CCCC#N)c(=O)c2cc3sc(C)cc3n12
→ 1.2, -19.9, 0.0, 16.6
O=C(O)C1C2CCC(O2)C1C(=O)N1CCN(c2ccccc2)CC1 (centres undefined)
→ 0.2, -24.1, 0.2, 14.7
COC(=O)C1=CN(Cc2ccc(OC)cc2)C=C(C(=O)OC)C1c1ccc(OC)c(O)c1
→ 0.9, -11.8, -0.2, 0.6
CSc1nc(-c2ccccc2)nc2c1CCCC2
→ -1.1, 2.3, 0.0, 18.3
C=CCNC(=O)CN(Cc1ccccc1F)S(=O)(=O)c1ccc(C)cc1
→ -2.1, -4.7, -0.1, 6.1
N#Cc1c(NC(=O)CCl)sc2c1CCCCC2
→ 0.9, 3.2, 0.0, -1.8
Cc1cccc(C2Oc3ccccc3C3=C2C(c2cccnc2)n2nnnc2N3)c1 (centres undefined)
→ -0.3, -2.5, 0.0, -4.9
CC1=CC(C)C2C(=O)N(O)C(=O)C2C1 (centres undefined)
→ -0.5, -9.9, 0.3, 6.0
COc1ccc(NC(=O)Cn2ccn(-c3ccccc3)c(=O)c2=O)c(OC)c1
→ -2.6, -4.4, 0.1, -3.6
NC(=O)c1ccc(-c2cncc(C(=O)NCCO)c2)cc1
→ 1.6, -4.1, 0.1, 11.5
Cc1ccc(S(=O)(=O)Nc2cccc(C(=O)CC3(O)C(=O)Nc4ccccc43)c2)cc1 (centres undefined)
→ -0.5, 12.8, 0.0, -0.8
O=C(COC(=O)c1ccc(Br)cc1)c1ccc([N+](=O)[O-])cc1
→ -0.1, 8.5, 0.2, 6.8
CN(C)c1ccc(C(=O)N=c2sc3ccccc3n2C)cc1
→ -0.6, -30.5, 0.2, -6.6

# Values in the order: GPR151 ag, TEAD-YAP block, FBW7 act, MITF primary
O=C1CCCN1CCn1cnc2c(NCCN3CCOCC3)nc(N3CCC(N4CCOCC4)CC3)nc21
→ -0.1, 7.2, 0.5, 21.7
O=C(NNc1nc(-c2ccccc2)cs1)c1cccs1
→ -0.9, -6.1, -0.1, 8.8
CCNc1nc2nc3ccc(C)cn3c(=O)c2cc1C(=O)NCc1cccnc1
→ -0.1, -1.1, 0.1, 9.4
C[C@@H](O)[C@@H]1NC(=O)[C@@H]2C[C@H](NC(=O)Nc3ccc(F)cc3)CN2C1=O
→ 0.7, -3.0, -0.1, 3.5
O=C(c1ccc(Sc2cccc(Cl)c2)c([N+](=O)[O-])c1)N1CCC2(CC1)OCCO2
→ -1.4, -3.0, -0.2, -3.0
CC(C)(C)OC(=O)N1CCC[C@@H](C(=O)c2ccc(F)cc2)C1
→ -0.3, 5.9, -0.1, -4.9
Cn1c(=O)c2c(nc(N/N=C\c3ccc(O)cc3)n2Cc2ccc(F)cc2)n(C)c1=O
→ 0.6, -3.9, 0.1, 7.0
CC(C)Oc1ccccc1C1CC(=O)NC2=C1C(=O)CC(C)(C)C2 (centres undefined)
→ -0.4, 2.1, 0.1, 3.0
Cc1nonc1C(=O)N1CCOc2ccc(C(C)(O)CN(C)C)cc2C1 (centres undefined)
→ -0.3, 4.3, -0.1, 2.7
Cc1ccc(Cl)cc1NC(=O)N[C@H]1C[C@H]2C(=O)N[C@H](CC(C)C)C(=O)N2C1
→ -0.7, -7.1, 0.1, 11.4
COc1ccccc1N1C(=O)NC(=O)/C(=C\c2ccc(O)c(O)c2)C1=O
→ -0.7, -2.9, -0.2, 56.0*
CCCC12CN3CCN(CC(C3)/C1=N\NC(=O)c1ccccc1N)C2
→ -1.2, -67.4, 0.1, 2.4
COC(=O)CCC(=O)NC(=S)Nc1ccc(S(=O)(=O)N2CCCC2)cc1
→ 0.1, 9.6, -0.1, 5.2
CC(C)(C)NC(=O)Cn1nc(-c2cccs2)n(-c2ccncc2)c1=O
→ 0.8, -3.8, -0.1, -3.2
NC(=O)C1CCN(C(=O)c2ccc(Cl)c(S(=O)(=O)N3CCc4ccccc43)c2)CC1
→ 0.1, -16.3, 0.0, -7.8

# Values in the order: GPR151 ag, TEAD-YAP block, FBW7 act, MITF primary
Cc1ccc(Cn2ncn3c(cc4ccccc43)c2=O)cc1
→ 0.4, 6.7, -0.1, 3.7
COC(=O)c1sccc1NC(=S)N1CCc2ccccc2C1
→ 0.9, -2.3, 0.0, 6.4
CC(=O)c1cccc(N(CC(=O)N2CCC(C)CC2)S(C)(=O)=O)c1
→ 1.4, -0.8, 0.0, -12.5
Cn1c(Cc2ccccc2)nn(C2CC(=O)C3OCC2O3)c1=S (centres undefined)
→ -0.3, 7.5, 0.1, 3.3
COc1ccc(CNC(=O)CCCCCn2c(SCC(=O)NCc3ccccc3)nc3cc4c(cc3c2=O)OCO4)cc1
→ 1.5, -13.3, 0.1, 0.6
O=C(NCCCN1CCOCC1)c1nn2c(c1Cl)NC(c1ccco1)CC2C(F)(F)F (centres undefined)
→ 0.5, 2.8, 0.1, 1.1
CN1C(=O)/C(=C/C=C/c2ccco2)SC1=S
→ 0.2, -1.5, 0.3, 24.7
COc1ccccc1C1CC(c2cc(Br)ccc2O)=NN1 (centres undefined)
→ -0.8, -30.5, 0.1, 2.0
O=S(=O)(CC(O)COc1ccc(Cl)cc1)c1ccccn1 (centres undefined)
→ 0.6, -1.5, 0.1, 0.4
CN1/C(=C/C=C/c2n(-c3ccccc3)c3ccccc3[n+]2C)N(c2ccccc2)c2ccccc21
→ 0.0, 12.6, -0.7, 8.3
CCN(CC)C(=O)/C(=C/c1ccccc1)NC(=O)c1ccccc1Cl
→ 2.2, -8.7, 0.0, -7.1
CN(C)C(=O)CN1N=C(C(C)(C)C)Cn2c(cc3sccc32)C1=O
→ 4.7, -3.5, 0.0, 4.7
O=C(Nc1ccc2c(c1)OCO2)c1cc(Cl)nc2ccccc12
→ 0.9, -5.1, 0.0, 1.6
CCOC(=O)C(NC(=O)C1CCCN1C(=O)OCc1ccccc1)C(=O)OCC (centres undefined)
→ -0.1, -18.1, 0.3, 6.0
COc1ccc(-c2noc(N3CCCC(C(=O)N(C)c4cc(C)ccc4C)C3)n2)cc1 (centres undefined)
→ 1.0, 8.2, 0.0, 3.5

# Values in the order: GPR151 ag, TEAD-YAP block, FBW7 act, MITF primary
CS(=O)(=O)N1CCC(C(=O)N2CCC(O)(c3ccccn3)CC2)CC1
→ 11.0*, -10.2, 0.1, 0.3
CS(=O)(=O)N(CC(=O)N1CCCCCC1)Cc1ccc(Cl)cc1
→ 1.8, 1.8, 0.1, -13.0
O=C(/C=C/c1ccco1)Nc1nnc(Cc2ccc(F)cc2)s1
→ -0.1, 55.4*, -0.1, 4.4
COP(=O)(OC)c1nc(Cc2ccc(Cl)cc2)oc1NCc1ccco1
→ -1.7, -13.9, 0.1, -3.4
Cc1cccc(NC(=O)CSc2nnc3c(n2)[nH]c2ccccc23)c1C
→ -0.5, 15.7, -0.1, -2.3
CCOC(=O)N1CCN(C(=O)CSc2nncn2C)CC1
→ -1.3, 12.9, 0.1, 0.6
O=C(NC1CCCCC1)c1cnc(N2CCCC2)nc1
→ 0.4, 2.0, -0.3, -5.9
CCOC(=O)Cn1c(=O)n(CCOC)c2ncccc21
→ -0.2, 16.1, 1.3, 6.9
CCOC(=O)Cn1cnc2c(nnn2Cc2ccccc2F)c1=O
→ 0.4, 4.5, -0.1, -5.7
COc1ccccc1NC(=O)Cn1cnc2sc(C(=O)Nc3cc(Cl)ccc3OC)c(C)c2c1=O
→ -0.4, -0.8, 0.0, -2.6
COc1ccc2oc(=O)c(-c3nc4ccccc4[nH]3)cc2c1
→ -1.7, -31.2, -0.1, -2.7
O=C(NC1CC1)c1ccnc(NCc2cccnc2)c1
→ 0.1, 2.0, 0.0, 0.7
O=C(CSc1nnnn1-c1ccccc1)NCCCN1CCCC1=O
→ 2.7, 7.0, -0.2, -16.8
CCN(c1ccc(C)c(C)c1)S(=O)(=O)c1c(C)[nH]c(=O)[nH]c1=O
→ -0.1, 2.7, 0.2, -0.9
CCOC(=O)C1CCCN(CCC(=O)Nc2ccccc2F)C1 (centres undefined)
→ 0.0, 1.8, 0.0, 5.2

# Values in the order: GPR151 ag, TEAD-YAP block, FBW7 act, MITF primary
COCCn1c(SC)nc2c(c1=O)SCC2
→ 4.0, 8.7, 0.0, 7.8
CCN1CCN(c2cc(F)cc(-c3ccnc(Nc4ccc(-n5cnc(-c6ccc(OC)nc6)n5)cc4)n3)c2)CC1
→ 0.0, 13.5, -0.2, 8.8
Cc1ccc(-c2cnn3c(NCCc4cccnc4)ccnc23)cc1C
→ 0.8, -73.9, -0.4, -21.4
CCOc1ccc2c(c1)C(=C1SC(C(=O)OC)=C(C(=O)OC)S1)C(=S)C(C)(C)N2C(=O)COc1ccc(F)cc1
→ 0.3, -1.9, -0.5, 32.2
Cc1cccc(C(=O)Nc2c3c(nn2-c2ccc(Cl)cc2)CSC3)c1
→ 2.7, 0.4, -0.1, 3.5
O=C(Nc1nc2ccccc2[nH]1)c1ccc(Cl)c(Cl)c1
→ -1.9, -65.2, 0.3, -9.4
CCCC(=O)Nc1ccc2c3c(cccc13)C(=O)N2CC
→ 3.6, 6.4, -0.1, -11.6
COc1ccc(N2C(=O)/C(=C/c3ccc(O)c([N+](=O)[O-])c3)NC2=S)cc1
→ -0.8, 4.3, -0.3, -9.7
COc1ccc(C2=CC(c3cc(OC)ccc3OC)n3ncnc3N2)cc1 (centres undefined)
→ -1.0, 49.8*, -0.1, 0.0
CC(C(=O)NCCn1nc(-c2cccs2)oc1=O)c1ccccc1 (centres undefined)
→ -0.4, -6.9, -0.1, -4.1
Cc1cc(NC(=O)CN2C(=O)CN(c3ccccc3)C2=O)no1
→ 2.4, -0.1, 0.3, 2.3
Cc1ccc(-c2cc(C(=O)N3CCN(C)CC3)c3ccccc3n2)s1
→ -1.2, -5.0, 0.0, 16.6
CCN(CC)C(=O)CSc1nc2n[nH]c(C)c2c(=N)n1-c1ccc(Cl)c(C)c1
→ 0.9, -6.2, 0.0, 7.7
COc1ccc(OC)c(N(CC(=O)Nc2ccc(OC)c(OC)c2)S(C)(=O)=O)c1
→ -0.3, -4.0, 0.4, 16.2
O=C1CCCN1c1ccc(N2CCCC2=O)cc1
→ 0.3, -0.9, -0.1, 12.0

# Values in the order: GPR151 ag, TEAD-YAP block, FBW7 act, MITF primary
COc1ccc(-c2nc(-c3ccccc3)c(-c3ccccc3)[nH]2)cc1[N+](=O)[O-]
→ -0.2, -6.9, 0.1, 8.1
CCCCCNC(=O)c1ccc(N2CCCCCC2)c([N+](=O)[O-])c1
→ 0.1, 3.5, -0.2, 8.6
COc1ccc(NC(=O)Cn2ncc3c2-c2ccccc2OC3)cc1OC
→ -0.5, 10.4, 0.8, 8.9
CN(C1=NC(=O)/C(=C\c2ccc(Cl)cc2)S1)c1ccc(O)cc1
→ 0.5, -2.3, -0.2, -5.3
CC(C)c1ccc(N(CC(=O)NC(C)(C)C)S(C)(=O)=O)cc1
→ -0.3, 6.8, 0.2, 4.2
O=C(CCC1CCCCC1)NCc1ccco1
→ 4.0, -1.3, -0.1, -3.5
CCC(=O)Nc1cccc(NC(=O)CSc2nc3cccnc3n2C)c1
→ -0.3, -7.5, 1.2, 15.7
CC(=O)N1CCN(c2nc(C3CC3)nc3sc4c(c23)CCC(C)C4)CC1 (centres undefined)
→ -1.8, -16.9, -0.3, 0.0
CCCNc1nc(-c2ccc(OC)nc2)nc2c1ncn2Cc1ccc(C(F)(F)F)cc1
→ 0.0, 11.2, -0.1, -6.5
CC(=O)c1cc(Cl)cc(Cc2cc(Cl)cc(C(C)=O)c2O)c1O
→ -1.3, 0.5, 0.2, 3.2
O=c1[nH]c(CCl)nc2c1oc1ccccc12
→ -0.5, -4.2, -0.1, -2.6
CCCc1nc2c(c(=O)c3ccccc3n2C)c(=O)n1C1CCCC1
→ -1.0, -4.5, 0.2, 10.0
CCOC(=O)C1=C(C)N=c2s/c(=C\c3ccccc3OCc3cccc4ccccc34)c(=O)n2C1c1ccc(SC)cc1 (centres undefined)
→ -0.8, 5.8, -0.1, 4.2
COc1ccc(NS(=O)(=O)c2cccc3cccnc23)cc1Cl
→ -0.3, 3.5, -0.1, -0.3
CCOC(=O)c1ccc(NC(=O)c2c[nH]c(=O)n(-c3cccc(OC)c3)c2=O)cc1
→ 1.9, 5.7, 0.7, 20.4

# One compound at a time, from the list above:
# CN(C1=NC(=O)/C(=C\c2ccc(Cl)cc2)S1)c1ccc(O)cc1 as listed: GPR151 ag = 0.5; TEAD-YAP block = -2.3; FBW7 act = -0.2; MITF primary = -5.3
# CCC(=O)Nc1cccc(NC(=O)CSc2nc3cccnc3n2C)c1 as listed: GPR151 ag = -0.3; TEAD-YAP block = -7.5; FBW7 act = 1.2; MITF primary = 15.7

# Additional records
# Values in the order: GPR151 ag, TEAD-YAP block, FBW7 act, MITF primary
CNc1nnc(-c2ccccc2C)s1
→ 1.0, -6.6, 0.0, -1.3
COc1ccc(Cn2c(CCC(=O)NC3CCCCC3)nc3cccnc32)cc1
→ -0.6, -7.8, 0.0, 15.5
O=C(CCn1c(=O)[nH]c2ccccc2c1=O)NCc1ccccc1
→ -0.8, 6.5, -0.1, -5.0
O=C1C(=O)N(CCCN2CCOCC2)C(c2cccs2)/C1=C(/O)c1ccc(F)cc1 (centres undefined)
→ -1.0, 1.0, 0.2, -4.0
Cc1cccc(NC(=O)CC2SC(=O)N(c3ccccc3)C2=O)c1 (centres undefined)
→ 1.3, -5.3, 0.0, 12.8
CCOc1ccc2ccccc2c1/C=N\NC(=O)OC
→ 0.1, -3.6, 0.1, -2.2
CC(=O)N=C1S/C(=C\c2cccc(F)c2)C(=O)N1c1ccc(C)c(C)c1
→ 0.8, 4.0, 0.0, 2.6

# Screening data (PubChem BioAssay)
